PAD4 inh: human PAD4 inhibitors, primary screen, biochemical, fluorescence polarization, 1536-well format | 330,000 compounds, 0.41% hits | inhibition, % at 6.36 µM | recombinant PAD4, RCA probe fluorescence polarization | AID 485272, 2010 | Protein-arginine deiminase type-4 (Homo sapiens), Q9UM07;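 active = percent inhibition above a cutoff equal to the mean of all tested compounds plus 3 SD, cut at about 15% in these data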;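 note: 0% = PAD4 with RCA probe and DMSO and 100% = probe without PAD4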
PAFAH1B2 FP inh: PAFAH1B2 enzyme inhibitors, primary screen, biochemical, fluorescence polarization, human; 340,000 compounds, 1.2% hits; inhibition, % at 3.39 µM; Platelet-activating factor acetylhydrolase IB subunit alpha2 (Homo sapiens), P68402; recombinant PAFAH1B2, FP-rhodamine activity probe;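 active = inhibition above the mean of all tested compounds plus 3 SD, cut at about 24% in these data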;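 note: 0% = enzyme with DMSO and 100% = wells lacking PAFAH1B2; many of its hits are not listed in these tables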
LYPLA1 counter: LYPLA1 inhibitors, primary screen, counter-screen for PME1 inhibitor project, biochemical, fluorescence polarization, FP-Rh probe ABPP | Acyl-protein thioesterase 1 (Homo sapiens), O75608 | recombinant LYPLA1 | inhibition, % at 5.9 µM | 320,000 compounds, 0.16% hits | AID 2174, 2009;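 active = inhibition above the mean of all tested compounds plus 3 SD, set per campaign, cut at about 14% in these data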;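 note: inhibitors block serine hydrolase probe labeling of LYPLA1 so polarization falls; 0% = enzyme with DMSO and 100% = wells lacking LYPLA1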
Target sequence (O75608 whole entry, looked up): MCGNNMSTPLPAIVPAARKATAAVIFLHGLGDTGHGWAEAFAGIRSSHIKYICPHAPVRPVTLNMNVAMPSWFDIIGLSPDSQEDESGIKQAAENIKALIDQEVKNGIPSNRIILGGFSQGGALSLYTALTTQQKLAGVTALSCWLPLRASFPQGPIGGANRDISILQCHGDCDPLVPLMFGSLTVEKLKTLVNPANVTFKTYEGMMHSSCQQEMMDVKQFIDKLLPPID
PME-1 primary: PME-1 inhibitors via competitive probe labeling, primary screen, biochemical, fluorescence polarization, FP-Rh probe, HTS; Protein phosphatase methylesterase 1 (Homo sapiens), Q9Y570; AID 2130, 2009; 320,000 compounds, 0.53% hits; inhibition, % at 5.9 µM; recombinant PME-1;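 active = inhibition above the campaign mean of all compounds plus 3 SD, cut at about 26% in these data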;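 note: competitive labeling of PME-1 active site by serine hydrolase directed probe; 0% = PME-1 with DMSO and 100% = wells lacking PME-1 enzyme; inhibitors block probe labeling so polarization falls and inhibition rises; many of its hits are not listed in these tables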
Target sequence (Q9Y570 whole entry, looked up): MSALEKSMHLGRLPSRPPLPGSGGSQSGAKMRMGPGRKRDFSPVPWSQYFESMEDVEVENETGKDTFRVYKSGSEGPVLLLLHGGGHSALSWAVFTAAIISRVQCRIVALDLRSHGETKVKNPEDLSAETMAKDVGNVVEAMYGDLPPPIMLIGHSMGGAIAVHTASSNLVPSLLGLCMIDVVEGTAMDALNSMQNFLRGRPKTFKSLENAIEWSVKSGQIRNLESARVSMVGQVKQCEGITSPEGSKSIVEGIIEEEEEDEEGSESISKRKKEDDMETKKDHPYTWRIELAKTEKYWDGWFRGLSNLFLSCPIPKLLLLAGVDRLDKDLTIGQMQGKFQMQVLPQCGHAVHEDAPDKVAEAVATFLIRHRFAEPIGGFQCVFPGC
PAFAH2 inh: PAFAH2 enzyme inhibitors, primary screen, biochemical, fluorescence polarization, human. recombinant PAFAH2, FP-rhodamine activity probe. inhibition, % at 3.39 µM. 340,000 compounds, 0.99% hits;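 active = inhibition above the mean over all tested compounds plus 3 SD, cut at about 30% in these data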;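 note: inhibitors block probe labeling of enzyme so polarization drops; 0% = enzyme with DMSO and 100% = wells lacking PAFAH2 protein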
pPAFAH FP inh: pPAFAH enzyme inhibitors, primary screen, biochemical, fluorescence polarization, human; Platelet-activating factor acetylhydrolase (Homo sapiens), Q13093; AID 463082, 2010; recombinant pPAFAH, FP-rhodamine probe fluorescence polarization; inhibition, % at 3.39 µM; 330,000 compounds, 1.5% hits;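 active = inhibition above the mean inhibition across the screen plus 3 SD, cut at about 25% in these data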;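 note: inhibitors block binding of the rhodamine activity-based probe so polarization drops; 0% = enzyme with DMSO and 100% = wells lacking pPAFAH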
Target sequence (Q13093 whole entry, looked up): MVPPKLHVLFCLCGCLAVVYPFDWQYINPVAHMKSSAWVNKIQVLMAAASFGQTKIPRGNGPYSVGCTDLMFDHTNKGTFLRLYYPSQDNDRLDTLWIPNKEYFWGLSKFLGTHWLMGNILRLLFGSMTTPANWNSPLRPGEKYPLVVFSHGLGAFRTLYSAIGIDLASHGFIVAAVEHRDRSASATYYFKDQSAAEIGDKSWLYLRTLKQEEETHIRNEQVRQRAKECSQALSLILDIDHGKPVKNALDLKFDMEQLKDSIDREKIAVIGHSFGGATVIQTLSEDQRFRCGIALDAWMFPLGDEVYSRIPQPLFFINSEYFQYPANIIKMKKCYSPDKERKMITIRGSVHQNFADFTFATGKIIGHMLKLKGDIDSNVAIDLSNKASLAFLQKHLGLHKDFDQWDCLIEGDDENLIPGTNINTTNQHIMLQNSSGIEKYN
PAFAH1B3 FP inh: PAFAH1B3 enzyme inhibitors, primary screen, biochemical, fluorescence polarization, human | Platelet-activating factor acetylhydrolase IB subunit alpha1 (Homo sapiens), Q15102 | AID 492972, 2010 | recombinant PAFAH1B3, FP-rhodamine probe | 340,000 compounds, 0.28% hits | inhibition, % at 3.39 µM;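 active = inhibition above the screen-wide average of all tested compounds plus 3 SD, cut at about 25% in these data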;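 note: 0% = enzyme with DMSO only and 100% = wells lacking PAFAH1B3 protein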
Fam108B counter: mouse Fam108B serine hydrolase inhibitors, primary screen, counter-screen for RBBP9 inhibitor project, biochemical, fluorescence polarization; inhibition, % at 9.51 µM; AID 1947, 2009; recombinant Fam108B, FP-Rh probe fluorescence polarization; 300,000 compounds, 0.33% hits;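 active = inhibition above the screen mean inhibition plus 3 SD, computed separately per campaign, cut at about 18% in these data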;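 note: inhibitors lower polarization as less probe binds the enzyme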
GSTO1 inh: inhibitors of recombinant GSTO1, primary screen, counter-screen for RBBP9 inhibitor project, biochemical, fluorescence polarization | Glutathione S-transferase omega-1 (Homo sapiens), P78417 | 300,000 compounds, 1.1% hits | activity-based probe fluorescence polarization | inhibition, % at 5.96 µM;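 active = inhibition above the campaign mean inhibition plus 3 SD, cut at about 35% in these data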;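 note: 0% = GSTO1-1 with DMSO and 100% = wells lacking GSTO1-1 enzyme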
* hit, by the source's call; . = no result given. Not all compounds are listed; the hit share may differ from the screen's.

Preview, two compounds:
SMILES	PAD4 inh	PAFAH1B2 FP inh	LYPLA1 counter	PME-1 primary	PAFAH2 inh	pPAFAH FP inh	PAFAH1B3 FP inh	Fam108B counter	GSTO1 inh
CN(C1=C(NC(=O)c2ccccc2)C(=O)c2ccccc2C1=O)C1CCS(=O)(=O)C1 (centres undefined)	4	17	-4	6	38*	14	51*	6	75*
CCOC(=O)C1C(=O)NC(N2CCCCC2)=NC1C(C)C (centres undefined)	2	-1	4	2	-19	0	-2	-1	9

This part in full, previewed entries included:
SMILES	PAD4 inh	PAFAH1B2 FP inh	LYPLA1 counter	PME-1 primary	PAFAH2 inh	pPAFAH FP inh	PAFAH1B3 FP inh	Fam108B counter	GSTO1 inh
CN(C1=C(NC(=O)c2ccccc2)C(=O)c2ccccc2C1=O)C1CCS(=O)(=O)C1 (centres undefined)	4	17	-4	6	38*	14	51*	6	75*
CCOC(=O)C1C(=O)NC(N2CCCCC2)=NC1C(C)C (centres undefined)	2	-1	4	2	-19	0	-2	-1	9
Cc1ccc(Nc2nc(-c3sc(NC(=O)c4cccc(Cl)c4)nc3C)cs2)cc1	-8	.	-18	1	.	13	.	18	-51
Cc1ccc(N2C(=O)c3ccc(C(=O)N4CCN(c5cccc(C)c5C)CC4)cc3C2=O)cc1	-3	2	-7	-4	2	-5	4	1	0
C=C(C)Cn1c(Sc2nc3ccccc3[nH]2)nc2c1c(=O)[nH]c(=O)n2C	6	4	0	1	15	1	3	-4	10
O=C(CCc1c[nH]c2ccccc12)NCCc1ccc(O)cc1	-1	8	-2	0	0	4	2	-2	7
CCN(C(=O)CSc1nc2cc(Cl)ccc2c(=O)n1CC(C)C)C1CCS(=O)(=O)C1 (centres undefined)	1	-2	0	5	3	2	-3	1	-5
COc1ccc2[nH]c(C(=O)Nc3ccc(C)c(F)c3)cc2c1	1	1	-8	-11	-1	-3	8	0	6
CCCCOC(=O)CCn1c(=S)oc2ccccc21	-2	5	1	2	0	5	4	5	-2
Cc1ccc(S(=O)(=O)N2CCN(C3CC(=O)N(Cc4ccccc4)C3=O)CC2)cc1C (centres undefined)	5	-3	-2	3	5	4	7	4	7
C/C(CCc1ccccc1)=N\NC(=O)c1ccccc1	0	2	1	-2	1	-4	5	3	4
FC(F)(F)c1ccc2nnc(-c3c(Cl)cccc3Cl)n2c1	-28	2	2	-3	2	3	-2	0	1
COc1cc(C(=O)OC(C)CN2CCN(C)CC2)cc(OC)c1OC (centres undefined)	0	1	1	-4	9	3	7	0	-1
Cc1cccc(NC(=O)Cn2c(O)c(N=NC(=O)c3ccccc3O)c3ccccc32)c1	-3	0	-14	-11	-1	4	-3	-5	-1
c1ccc(OCCn2cnc3ccccc32)cc1	1	8	0	3	-3	7	14	5	1
Cc1cc(C(=O)COC(=O)C2=COCCO2)c(C)n1-c1ccc2c(c1)OCO2	-9	4	-1	-2	13	9	0	-4	-7
Oc1ccc(-c2nccc(-c3ccccn3)n2)cc1	1	5	-5	-2	-1	9	5	-3	4
COc1cc(C(=O)Nc2nc(-c3ccc(Cl)cc3)c(C)s2)ccc1OCC(=O)Nc1ccc(F)cc1	6	0	-1	1	-16	-3	-1	-2	0
COC(=O)CSc1nnc(CNc2ccc(OC)cc2)n1C	-1	4	-2	-4	-10	-2	8	4	8
Cc1ccccc1OCC(=O)NNC(=O)Nc1ccc(Cl)cc1	0	1	1	-2	2	1	2	-3	1
O=C(Nc1ccc(Cl)cc1)[C@@H]1[C@@H]2C(=O)N(c3ccc(Cl)cc3)C(=O)[C@@H]2[C@H]2C=CC=NN21	-14	-2	-8	-5	33*	24	3	-3	0
Cc1cc(C)cc(N(C(=O)c2sc(C)nc2C)C(C(=O)NCc2ccco2)c2ccccc2)c1 (centres undefined)	-1	2	2	-3	1	1	6	-5	-3
Fc1cc2[nH]c(=S)[nH]c2c(Br)c1N1CCSCC1	-2	12	-2	3	-2	14	10	9	-19
O=C(/C=C/Nc1ccccc1C(=O)O)c1cccs1	-3	4	3	2	7	6	-2	6	2
Cc1ccc(C(=O)C[n+]2ccc3ccccc3c2)cc1	-5	1	-1	-3	7	4	-8	0	-2
CC(C)(c1ccccc1)c1ccc(OCCCNCCO)cc1	0	16	-3	-5	-1	10	6	1	4
CCCCCCNC(=O)c1cn(CC)c2cc(N3CCN(C)CC3)c(F)cc2c1=O	-2	9	-2	-4	12	4	9	4	-9
CC(=O)Nc1ccc(NC(=O)CC2CCCC2)cc1	4	7	-2	-5	-10	2	-1	3	0
CCCn1c(CN2CCN(C(=O)OCC)CC2)nc2c1c(=O)n(C)c(=O)n2C	-2	1	-2	0	8	0	-1	-5	-3
CC(=O)NC(=O)COC(=O)c1ccc2ncsc2c1	-2	-3	-2	-1	1	4	4	2	-4
Cc1ccc(-c2cc(C(=O)NC3CCN(Cc4ccccc4)CC3)c3ccccc3n2)cc1	-5	3	1	-3	2	-3	-4	-2	11
CCOc1ccc(C(=O)NCCNC(=O)c2ccc(OCC)cc2)cc1	1	1	0	0	1	2	5	-1	0
CCn1cc(C(=O)OCC(=O)Nc2cccc(Cl)c2Cl)c(=O)c2ccc(C)nc21	-4	.	4	-2	.	4	.	0	0
O=C(CCC1COc2ccccc2O1)NCc1ccco1 (centres undefined)	0	-6	-1	2	3	6	-3	-3	-1
CCOc1ccccc1CNC(=O)c1nn(CC)cc1[N+](=O)[O-]	-2	1	4	1	2	3	0	1	-4
O=C1c2ccccc2C(=O)N1/N=C/c1ccc(Oc2ccc([N+](=O)[O-])cn2)cc1	0	-3	-1	2	6	1	5	3	8
CCNC(=O)NC(=O)C(C)Sc1nc2ccccc2n1CC(C)C (centres undefined)	0	2	-3	0	-5	11	5	0	8
Cc1ccccc1-n1c(SCC(N)=O)nc2sc(-c3ccccc3)cc2c1=O	-6	2	0	3	-3	4	5	-2	-5
Fc1ccccc1CSc1nnnn1-c1ccc2c(c1)OCO2	1	6	-3	0	-1	12	4	-1	-1
CC(C(=O)NCc1cccnc1)c1ccc([N+](=O)[O-])cc1 (centres undefined)	2	6	-1	7	2	2	9	-1	7
CC(C)C(=O)Nc1ccc(-c2csc(-c3ccccc3)n2)cc1	-2	-5	-7	0	0	7	6	0	-6
Nc1nc(SCC(=O)Nc2ccc(S(N)(=O)=O)cc2)n[nH]1	3	9	1	-2	1	2	11	-2	5
O=C(Cn1ncc(N2CCCC2)c(Br)c1=O)c1ccc(Cl)cc1	8	2	-1	-3	-2	3	9	-1	-10
Cc1cc(C)c(C)c(C(=O)CSc2nnc(-c3ccc4[nH]c(C)c(C)c4c3)o2)c1C	0	3	-2	-4	0	3	-5	0	2
COc1ccc(CCNC(=O)c2cc3c(=O)n4ccccc4nc3n(C3CCCCC3)c2=N)cc1	-1	-1	-7	-3	2	0	-5	-2	-4
CC1=C(C#N)C(NC(=O)c2ccc(C)cc2)(C(F)(F)F)C(=O)N1 (centres undefined)	-5	10	-1	3	-6	0	1	1	3
O=C(Cc1ccccc1F)Nc1ccc(Cl)nc1	1	1	-4	3	-4	-1	2	6	7
CCN1C(=NCc2ccco2)N[C@@H](c2cccc(F)c2)C(C(=O)OC)=C1C	8	0	2	-3	-1	-7	9	0	9
O=C(COC(=O)c1cncc(Br)c1)NC1CC1	-4	0	-2	1	-4	3	1	1	4
CCOC(=O)Cc1csc(NC(=O)CSc2nc3sc(C(=O)O)c(C)c3c(=O)[nH]2)n1	1	1	0	6	4	2	4	1	6
COCCCNC(=O)CNC(=S)N(Cc1cc(OC)c(OC)c(OC)c1)C1CCCC1	-3	5	-1	-7	-2	1	9	-1	1
CCOc1ncccc1C(=O)Nc1cccc(Cl)c1Cl	-2	4	-5	0	2	-2	2	-3	-2
C/C(=N\NC(=O)COc1ccccc1)c1cccs1	0	6	-2	1	-4	5	6	1	5
COc1ccc(N=CC2=C(O)c3ccccc3C2=O)c(OC)c1	-5	-3	5	1	0	5	2	8	-6
O=C1NC(c2cccc(Cl)c2)Nc2ccccc21 (centres undefined)	5	2	-2	-3	-3	1	3	-2	7
O=C1CSc2ccccc2N1Cc1ccccc1F	2	5	2	-2	10	1	-3	-5	3
Cc1[nH]c2ccc(Br)cc2c(=S)c1C/C=C/Cl	3	-2	-9	-6	-4	-2	-1	-5	0
Cc1ccc(C(=O)NCC(=O)NCC(=O)OCC(=O)c2ccc([N+](=O)[O-])cc2)cc1	-3	5	-2	3	1	-2	5	3	13
Cc1ccc(-c2nc(C3CCN(S(=O)(=O)c4ccc(C(F)(F)F)cc4)CC3)no2)cc1	1	3	3	2	4	3	3	5	14
CCC1CN(S(=O)(=O)c2ccc3c(c2)NC(=O)CC(=O)N3)c2cc(Cl)ccc2O1 (centres undefined)	-3	11	-3	16	45*	2	5	-2	-2

Going on with the list.
SMILES	PAD4 inh	PAFAH1B2 FP inh	LYPLA1 counter	PME-1 primary	PAFAH2 inh	pPAFAH FP inh	PAFAH1B3 FP inh	Fam108B counter	GSTO1 inh
OCCNCc1ccc(OC2CCCC2)cc1	-3	1	-2	3	-4	1	5	-1	1
Cc1ccc(CNc2nc(N)c([N+](=O)[O-])c(Nc3cccc(F)c3)n2)cc1	-1	3	0	-2	-4	0	0	-2	-2
CC1NC(C)(C)Cc2c1ccc1ccccc21 (centres undefined)	-2	-3	-6	3	4	3	8	-1	-2
CC(C)(C)NC(=O)CSc1ncnc2c1cnn2-c1ccccc1	-8	-3	-6	-9	-3	-6	11	1	-1
CCN(CC)S(=O)(=O)c1cc(NC(=O)C2CSC3(C)CCC(=O)N23)ccc1C (centres undefined)	-5	5	-3	4	-2	4	5	.	.
COc1ccccc1C(C)NC(=O)CN(C)CC(=O)Nc1c(C)cccc1C (centres undefined)	0	4	-3	11	-3	2	4	.	.
COc1ccc(CC(=O)Nc2ccc(C(=O)NC(C)(C)C)cc2)cc1OC	0	6	-3	-1	-2	5	2	2	5
O=C(O)/C=C/C(=O)NNC(=O)c1ccc(Cl)cc1Cl	-4	2	-2	-1	1	3	3	3	9
CC1(C)CC(=O)C/C(=N\NC(=O)C2C3CCCCC32)C1 (centres undefined)	2	7	0	6	-2	6	-1	2	0
S=C(NC1CCCC1)NN1CCOCC1	-3	-3	0	0	7	3	3	1	-5
Cc1nn(C/C(C#N)=N\O)c(C)[n+]1N	-1	-2	-3	-3	1	4	10	1	-11
CCCn1c(CNc2ccccc2O)nc2ccccc21	5	7	-2	5	-3	18	7	12	35*
CCOC(=O)c1c(C)[nH]c(C)c1C(=O)COC(=O)/C=C/c1ccco1	-5	2	1	-4	-2	1	-1	.	.
O=C(Cc1nnc(NC(=O)Nc2ccc(F)cc2)s1)NCc1ccccc1	-6	.	-9	-2	.	4	.	-7	-25
CN1C=CC2=C(C#N)C(N)C(C#N)(C#N)[C@H](c3ccccc3)[C@H]2C1 (some centres undefined)	0	4	2	10	4	2	4	-1	1
COC(=O)c1ccccc1NC(=S)N1CCOCC1	-2	-1	0	2	-3	5	6	-6	10

Compound activity (PubChem)
